High-throughput results (PubChem)
INS-1E GSIS act: GLuc luminescence reporter in INS-1E cells, primary screen for activators of glucose-dependent secretion of insulin; INS-1E GLuc reporter insulin secretion, 2-3 h; activation, % at 16.6 µM; 370,000 compounds, 0.61% hits;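 active = lowest replicate activation of at least 40%, so every replicate reaches that level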;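 also: 0% = median of neutral control wells and 100% = median of IBMX positive control wells; some compounds called inactive have numbers as strong as hits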
miR-122 sensor: miR-122 Renilla sensor signal increase in Huh7, primary screen, miR-122 inhibitor project, cell-based, single point, plate reader | Huh7 miR-122 Renilla luciferase sensor, 48 h; neutral wells = 0, positive control = 100 | activation (reporter increase), % at 12.5 µM | 340,000 compounds, 0.3% hits | AID 602342, 2012;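 active = mean replicate activation score at least 90 and every replicate individually at or above 90; inconclusive = only one of the two criteria met; inactive = neither criterion met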;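 also: higher luciferase means less miR-122 activity so hits act as miR-122 inhibitors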
PglD DTNB: C. jejuni PglD acetyltransferase inhibitors, primary screen, biochemical, DTNB colorimetric, single point; inhibition, % at 12.5 µM; purified PglD enzyme, DTNB colorimetric CoA detection; AID 602405, 2012; UDP-N-acetylbacillosamine N-acetyltransferase PglD (Campylobacter jejuni); 360,000 compounds, 0.098% hits; in the data active = inhibition above about 16%, passing the limit was not always enough; inconclusive = no clear call, values can overlap the other calls; also: strong numbers were not always called active
Statin myotox sup: suppressors of statin myotoxicity in C2C12 myotubes, primary screen, cell-based, single point, plate reader; C2C12 myotubes + simvastatin, ATP luminescence, 48 h; scaled: DMSO 0, geranylgeraniol control 100; rescue of ATP level, % at 7.49 µM; 330,000 compounds, 0.78% hits; AID 602340, 2012;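 active = mean ATP rescue above about 67%, or every replicate alone reaching that limit, limit read from the data, passing the limit was not always enough; inconclusive = no clear call, values can overlap the other calls; inactive = mean under the limit and some replicate under it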;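 also: myotubes were challenged with 10 µM simvastatin during compound exposure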
FN deposition inh: inhibitors of fibronectin matrix deposition, primary screen, AH1F cells, Alexa488-fibronectin fluorescence, plate reader; AH1F fibroblasts, overnight; inhibition, % at 12.6 µM; 350,000 compounds, 0.086% hits; AID 743247, 2014;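 active = mean inhibition across replicates of 30% or more, regardless of how many single replicates reach that level; inconclusive = mean under 30% yet at least half of replicates reach 30%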;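 also: positive control wells lacked labelled fibronectin entirely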
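Measured by – fluorescence 485/525 nm · System – AH1F fibroblast monolayer, labelled fibronectin deposition · Amount – 10000 cells per well · Buffer or medium – serum-reduced DMEM (2% serum) · Doses – single dose, pinned · Also added – fluorescent fibronectin at 24 nM final · Schedule – 1 h cell attachment, overnight exposure to compound and label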
PGC1a acetyl inh: inhibitors of PGC1a acetylation signal, primary screen, cell-based, U2OS, AlphaScreen, inhibitor mode | AlphaScreen anti-acetyl-lysine; with virally co-expressed GCN5 acetyltransferase | inhibition, % at 15.6 µM | 350,000 compounds, 0.17% hits | AID 651687, 2012;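 active = every replicate shows inhibition of at least 40%; inconclusive = mean inhibition at least 40% but some replicate below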;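 also: 0% = neutral control wells and 100% = positive control wells; some results beyond the cut were filed as inactive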
Cneo AK release: Cryptococcus neoformans cell lysis inducers, primary screen, AK release luminescence, single concentration | C. neoformans lysis, adenylate kinase release luminescence, 4 h; normalised: neutral wells 0, clomiphene wells 100 | 360,000 compounds, 0.2% hits | lysis activity, % at 15 µM;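 active = mean lysis activity across replicates of at least 80%, whatever share of replicates individually reach that level; inactive = mean lysis activity below 80%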
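Assay system: C. neoformans cells. Amount: yeast cell density of 5 × 10^6 cells/mL. Technique: AK luminescence. Buffer or medium: YPD. Times: static 4 h at 37 °C with compound, 1 h detection. Dosing: single-point compound dose. Read-out: lysis from increased AK signal.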
CFTR F508del cor: F508del CFTR correction, initial screen, CFBE line, single point; activity (quench increase), % at 7.58 µM; CFBE cells, YFP halide quenching; stimulated with forskolin plus potentiator P3; % fluorescence drop versus neutral controls; 350,000 compounds, 0.36% hits;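 active = mean added fluorescence quench of at least 8% versus neutral control, with both replicates also reaching 8%; inconclusive = only one of the mean or replicate conditions met; inactive = mean below 8% and not both replicates reaching 8%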;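 also: cells transiently co-express mutant CFTR-F508del with the halide-sensitive YFP; corrector assay measuring rescue of mutant channel to the surface after 24 h compound exposure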
Starred values were filed as active, the others as inactive; ? = inconclusive; . = not tested or not shown; [ ] = another dose, or the depositor's remark. This is a random part of the collection; about 2.1% have a hit in one of these screens.

Preview (10 entries):
SMILES	INS-1E GSIS act	miR-122 sensor	PglD DTNB	Statin myotox sup	FN deposition inh	PGC1a acetyl inh	Cneo AK release	CFTR F508del cor
CCC(=O)N1CCCCN2[C@H](CO)[C@@H](c3ccc(-c4cccc(C#N)c4)cc3)[C@H]2C1	6	-3[16.7 µM]	-4	13	.	-5	1	1.8
Cc1ccc(S(=O)(=O)N2CCN(c3cnn(-c4ccccc4)c(=O)c3Cl)CC2)cc1	32	8	6	.	-1	-2	2	.
C[C@H](CO)N1C[C@H](C)[C@@H](CN(C)S(=O)(=O)c2ccc(Cl)cc2)Oc2ccc(NS(C)(=O)=O)cc2CC1=O	-5	-3[16.7 µM]	-4	-8	.	-8	-5	1.9
C/C(=N\NC(=S)NC1CCCCC1)c1cccc(C(F)(F)F)c1	-21	.	.	.	11	-2	.	0.7
CCOC(=O)c1[nH]cnc1C(=O)Nc1ccncc1	.	-6	2	-1	.	3	-1	.
Cc1nc(-c2cccc(NC(=O)c3cccc(S(=O)(=O)N4CCCC4)c3)c2)cs1	6	14	-2	-35	2	-1	1	1.5
O=C(COc1cccc2ccccc12)N/N=C/c1ccco1	-24	1	1	8	3	.	9	-1.5
Cc1c(NC(=O)Nc2cccc(C(F)(F)F)c2)c(=O)n(-c2ccccc2)n1C	16	3	5	-10	5	5	-1	-3.1
CCOC(=O)C(NC(=O)N(C)C)(Nc1sc(C)c(CC)c1C#N)C(F)(F)F (stereo not given)	-4	4	2	.	-3	.	2	.
N#C[C@H]1[C@H](c2ccc(C#Cc3ccccc3F)cc2)[C@@H](CO)N1C(=O)c1cccnc1	-7	.	-4	29	-8	-9	14	0.3

All compounds of this part, previewed entries included:
SMILES	INS-1E GSIS act	miR-122 sensor	PglD DTNB	Statin myotox sup	FN deposition inh	PGC1a acetyl inh	Cneo AK release	CFTR F508del cor
CCC(=O)N1CCCCN2[C@H](CO)[C@@H](c3ccc(-c4cccc(C#N)c4)cc3)[C@H]2C1	6	-3[16.7 µM]	-4	13	.	-5	1	1.8
Cc1ccc(S(=O)(=O)N2CCN(c3cnn(-c4ccccc4)c(=O)c3Cl)CC2)cc1	32	8	6	.	-1	-2	2	.
C[C@H](CO)N1C[C@H](C)[C@@H](CN(C)S(=O)(=O)c2ccc(Cl)cc2)Oc2ccc(NS(C)(=O)=O)cc2CC1=O	-5	-3[16.7 µM]	-4	-8	.	-8	-5	1.9
C/C(=N\NC(=S)NC1CCCCC1)c1cccc(C(F)(F)F)c1	-21	.	.	.	11	-2	.	0.7
CCOC(=O)c1[nH]cnc1C(=O)Nc1ccncc1	.	-6	2	-1	.	3	-1	.
Cc1nc(-c2cccc(NC(=O)c3cccc(S(=O)(=O)N4CCCC4)c3)c2)cs1	6	14	-2	-35	2	-1	1	1.5
O=C(COc1cccc2ccccc12)N/N=C/c1ccco1	-24	1	1	8	3	.	9	-1.5
Cc1c(NC(=O)Nc2cccc(C(F)(F)F)c2)c(=O)n(-c2ccccc2)n1C	16	3	5	-10	5	5	-1	-3.1
CCOC(=O)C(NC(=O)N(C)C)(Nc1sc(C)c(CC)c1C#N)C(F)(F)F (stereo not given)	-4	4	2	.	-3	.	2	.
N#C[C@H]1[C@H](c2ccc(C#Cc3ccccc3F)cc2)[C@@H](CO)N1C(=O)c1cccnc1	-7	.	-4	29	-8	-9	14	0.3
Cc1ccc(NC(=O)COC(=O)CN2C(=O)C3CCCCC3C2=O)cc1C (stereo not given)	-7	.	-1	1	1	.	-3	0.1
CCCN1CN(Cc2ccccc2)CC2=C1CC(C)(C)CC2=O	.	-2	-8	.	4	.	-2	.
CO[C@@H]1CN(C)C(=O)c2cc(NC(=O)c3ccc(F)cc3)ccc2OC[C@@H](C)N(C(=O)CN(C)C)C[C@@H]1C	13	.	.	12	0	10	.	-1.9
COc1cc(CNCCCN2CCOCC2)ccc1OCC(=O)Nc1cccc(C(F)(F)F)c1	16	.	0	-55	.	-12	-2	.
O=C(C[C@@H]1C[C@@H]2c3cc(NC(=O)Nc4ccccc4F)ccc3O[C@@H]2[C@H](CO)O1)NCC1CC1	12	1[16.7 µM]	0	-6	-2	-4	55	1.2
Cc1noc(C)c1NC(=O)N(C)C[C@@H]1OCCCC[C@H](C)Oc2ccc(NS(=O)(=O)c3ccc(F)cc3)cc2C(=O)N([C@@H](C)CO)C[C@@H]1C	0	7[16.7 µM]	-4	-25	-1	.	-3	2.5
CCS(=O)(=O)Nc1ccc2c(c1)C(=O)N(C)C[C@@H](OC)[C@@H](C)CN[C@H](C)CO2	-10	1[16.7 µM]	-2	2	-7	.	-1	.
Cc1ccc(S(=O)(=O)N2CCCCC2)cc1C(=O)NCc1ccncc1	24	-3	2	-2	-11	4	-2	4.8
COC(=O)CNC(=O)CNC(=O)Nc1ccccc1Cl	.	.	0	6	.	-3	-2	.
CC1=CC(C)(C)n2c(O)c(N=NC(N)=S)c3cc(C)cc1c32	13	-18	7	4	-3	-1	-1	.
CC(C)S(=O)(=O)c1csc(NC(=O)Nc2cccc([N+](=O)[O-])c2)c1Cl	-11	.	.	.	-12	-3	.	2.0
CCc1nc(N2[C@H](C#N)[C@@H](c3ccccc3-c3ccccc3C)[C@@H]2CO)sc1C	2	.	.	.	3	1	.	-0.6
COc1ccc(NC(=S)N2CCCC2)c(OC)c1	3	-2	-2	-8	-3	7	4	-1.8
CC(C)N(C(=S)Nc1ccc(S(=O)(=O)N2CCOCC2)cc1)c1ccccc1	.	-4	4	13	2	5	3	-2.1
Cc1ccc(-c2nc(CC(=O)Nc3cccc(S(=O)(=O)NC4=NCCC4)c3)cs2)cc1	-2	3	-1	31	-6	5	0	-3.5
COc1ccccc1CCC(=O)NNC(=O)c1ccc(Br)cc1	-4	0	3	3	1	1	-2	-0.3
C=CCOc1ccc(C(=O)N(Cc2ccc(N(C)C)cc2)C2CCS(=O)(=O)C2)cc1 (stereo not given)	.	-17	-3	6	.	0	0	.
O=C(O)c1ccc(N/N=C/c2ccc(-c3ccccc3Cl)o2)cc1	-53	3	-5	.	-4	-9	-22	-11
O=NN(CCc1ccncc1)c1ccc(OCc2ccccc2)cc1	-25	3	1	-6	-5	9	-1	-0.9
COc1ccc(-c2c(C)oc3c(CN4CCOCC4)c(O)ccc3c2=O)cc1OC	12	-19	3	11	2	-7	2	1.6
O=C(N/C(=C\c1ccco1)C(=O)N1CCOCC1)c1ccc([N+](=O)[O-])cc1	-6	.	5	3	-6	.	-1	0.4
Cc1ccc(S(=O)(=O)Nc2cc(C(=O)NCCN(C)C)ccc2N2CCCCC2)cc1	.	0	3	2	.	5	0	.
O=C(C[C@H]1CC[C@@H]2[C@H](COC[C@H](O)CN2Cc2ccc3c(c2)OCO3)O1)N1CCCCC1	-2	-4[16.7 µM]	-1	14	0	-3	-1	-3.6
C[C@H](CO)N1C[C@H](C)[C@@H](CN(C)Cc2ccc(-c3ccccc3)cc2)Oc2ccc(NC(=O)Nc3ccc4c(c3)OCO4)cc2CC1=O	9	-12[16.7 µM]	-3	?	.	-7	-2	-3.4
COC(=O)c1ccc(-c2nc(-c3ccc(Br)o3)no2)cc1	0	-2	2	-43	-2	-2	-2	-1.2
Cc1cc(NC(=O)C2CC=CCC2C(=O)O)no1 (stereo not given)	.	0	-3	13	14	-5	-2	.
CCOc1ccc(CCNC(=O)COC(=O)Cn2cnc3ccccc3c2=O)cc1OCC	.	-1	-3	-7	.	-3	1	-2.5
OC(c1ccc(Cl)cc1)c1nccc2ccccc12 (stereo not given)	4	-11	0	7	1	-4	5	0.2
C[C@H]1CN([C@@H](C)CO)C(=O)c2cc(-c3ccccc3)cnc2O[C@H]1CN(C)C(=O)C1CCCCC1	-5	11[16.7 µM]	0	26	.	-5	0	0.7
COc1ccc(OCC(=O)NNC(=O)c2nn(C)c(=O)c3ccccc23)cc1	-5	-4	7	.	-1	0	3	.
CCCCCc1cc(OC)cc2c1C(=O)OC(C)(C)O2	11	-3	3	-12	2	-11	2	0.0
O=S(=O)(N[C@H]1CC[C@H](CCn2cc(-c3cccnc3)nn2)O[C@@H]1CO)c1ccc(F)cc1	9	.	1	0	.	4	1	1.5
COc1ccc(N2CCN(CCCn3c(=S)[nH]c4ncccc4c3=O)CC2)cc1	.	1	-1	.	-1	-4	-3	.
CCN(C(=O)COC(=O)c1nc(Cl)ccc1Cl)C1CCS(=O)(=O)C1 (stereo not given)	1	-4	1	6	-3	12	0	1.4
C=CCNC(=O)COC(=O)c1ccccc1C(=O)N(C)C1CCCCC1	2	.	-4	.	1	.	3	1.1
CCCC#Cc1cnc2c(c1)C(=O)N([C@H](C)CO)C[C@@H](C)[C@H](CN(C)C(=O)Nc1c(C)noc1C)O2	13	3[16.7 µM]	1	-5	-15	5	-4	-1.7
Cc1cccc(NC(=O)CNC(=O)c2cc(S(=O)(=O)N(C)C)ccc2N2CCCC2)c1C	-1	-7	-1	0	-2	.	1	-2.2
COc1ccc(C2CC(=O)c3c([nH]c(C(=O)OC(C)C)c3C)C2)cc1OC (stereo not given)	-1	-3	-1	7	-5	15	2	.
O=C(CCc1ccc(S(=O)(=O)N2CCOCC2)cc1)OCC(=O)c1ccccc1F	-3	-6	-7	-2	2	3	11	-1.7
Cc1ccc(Cn2ncc3c(N4CCN(c5ccc(C)cc5)CC4)ncnc32)cc1	.	-7	6	3	-2	5	2	.
Additional structures follow:
SMILES	INS-1E GSIS act	miR-122 sensor	PglD DTNB	Statin myotox sup	FN deposition inh	PGC1a acetyl inh	Cneo AK release	CFTR F508del cor
COC(=O)CC1COc2ccccc2N1C(=O)c1ccc(Br)cc1 (stereo not given)	4	0	2	-4	-1	1	0	-1.3
O=C(CN1CCN(Cc2ccccc2Cl)C1=O)NC1CCCCCCC1	.	5	12	22	.	-12	7	.
C=CCn1c(O)c(N=O)c2ccccc21	-3	-7	1	-1	-4	0	0	0.2
CC(C(c1ccc2c(c1)OCO2)c1c(N)n(C)c(=O)n(C)c1=O)[N+](=O)[O-] (stereo not given)	.	1	-1	.	-2	26	-2	-0.4
COc1ccc(NC(=O)CCOc2ccccc2C)cc1S(=O)(=O)N1CCCCC1	-9	.	6	25	11	.	-10	1.1
CCN(CC(=O)Nc1ccc2c(c1)OCCO2)C(=O)/C=C/c1ccc(F)cc1	.	-11	0	10	0	.	2	-2.2
COc1ccc(S(=O)(=O)Nc2ccc3c(c2)C(=O)N([C@@H](C)CO)C[C@@H](C)[C@H](CN(C)CC2CC2)O3)cc1	13	7[16.7 µM]	9	5	-7	4	-4	-1.0
